Screening results (PubChem BioAssay)
IDE cell activ – human IDE activators in live cells, primary screen, fluorescence polarization, HEK cells, FAbeta-B substrate. Insulin-degrading enzyme (Homo sapiens), P14735. FAbeta-B cleavage; 0% vehicle, 100% cell-free pure enzyme wells. activation, % at 5.96 µM. hit rate 0.073% among 340,000;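 active = activation above the mean of all tested compounds plus 3 SD, set per screening campaign, cut at about 17% in these data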
Target sequence (P14735 whole entry, looked up): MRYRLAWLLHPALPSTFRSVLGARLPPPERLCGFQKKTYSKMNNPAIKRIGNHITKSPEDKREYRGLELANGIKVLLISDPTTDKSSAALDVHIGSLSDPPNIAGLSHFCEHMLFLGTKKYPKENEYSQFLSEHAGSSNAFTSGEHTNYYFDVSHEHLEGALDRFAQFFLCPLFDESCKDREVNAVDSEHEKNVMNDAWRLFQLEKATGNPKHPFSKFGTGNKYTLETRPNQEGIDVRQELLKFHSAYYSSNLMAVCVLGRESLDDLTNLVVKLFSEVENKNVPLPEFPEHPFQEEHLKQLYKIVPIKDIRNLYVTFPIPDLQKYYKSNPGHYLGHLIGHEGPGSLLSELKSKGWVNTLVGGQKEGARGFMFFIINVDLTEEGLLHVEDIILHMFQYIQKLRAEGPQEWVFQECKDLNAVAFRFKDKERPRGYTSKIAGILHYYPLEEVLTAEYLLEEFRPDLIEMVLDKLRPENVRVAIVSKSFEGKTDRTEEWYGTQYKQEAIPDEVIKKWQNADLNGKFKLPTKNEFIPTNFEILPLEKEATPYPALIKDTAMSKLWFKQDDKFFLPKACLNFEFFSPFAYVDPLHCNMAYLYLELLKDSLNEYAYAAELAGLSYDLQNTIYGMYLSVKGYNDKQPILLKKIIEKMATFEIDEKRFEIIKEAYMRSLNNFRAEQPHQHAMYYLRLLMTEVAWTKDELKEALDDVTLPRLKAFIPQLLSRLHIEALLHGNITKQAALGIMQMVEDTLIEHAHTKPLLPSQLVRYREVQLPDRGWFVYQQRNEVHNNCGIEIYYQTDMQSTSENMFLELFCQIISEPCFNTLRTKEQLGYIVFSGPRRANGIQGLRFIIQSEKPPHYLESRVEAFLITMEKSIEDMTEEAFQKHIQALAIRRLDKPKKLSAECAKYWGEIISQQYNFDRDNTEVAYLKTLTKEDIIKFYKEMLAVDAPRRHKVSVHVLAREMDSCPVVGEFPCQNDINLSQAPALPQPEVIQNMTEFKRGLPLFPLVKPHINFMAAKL
Starred values were filed as active, the others as inactive. Only part of the results is shown; the hit share may differ from the screen's.

SMILES	IDE cell activ
CC1(C)C(=O)C=CC(=O)C(C)(C)C(=O)C=CC(=O)C(C)(C)C2=CC=C(O2)C(C)(C)C(=O)C=CC1=O	-2.7
CN(CC(=O)Nc1ccccc1C(F)(F)F)C(=O)CSCc1ccc(Cl)c(Cl)c1	4.4
CSc1ncccc1C(=O)NNC(=O)c1ccc(NS(=O)(=O)c2cccs2)cc1	5.8
CC(=O)Nc1ccc(C(=O)COC(=O)c2cc(C)oc2C)c(F)c1	-3.0
COC(=O)C[C@H](NC(=O)Cn1cnc2c(OCc3ccccc3)ncnc21)C(=O)OC	6.2
CCN(C[C@H]1N[C@@](Cc2ccccc2)(C(=O)OC)[C@H]2C(=O)N(C)C(=O)[C@@H]12)C(=O)COc1ccccc1	3.5
CCOc1ccc(NC(=O)CN2C(=O)NC3(CCCCCC3)C2=O)cc1	-4.0
CCOC(=O)c1sc(NC(=O)C2=COCCO2)c(C#N)c1C	1.8
Cc1ccc(C#N)c(SCc2cccc(Br)c2)n1	5.2
CN(CCCC(=O)O)c1ccc(N=Nc2ccc([N+](=O)[O-])cc2)cc1	4.7
Cc1cc(C)cc(-c2nnc(SCC(=O)NCC3CCCO3)o2)c1 (configuration not stated)	5.4
CCOC(=O)C1CCN(C(=O)c2cc(CN3C(=O)c4ccccc4C3=O)ccc2OCC)CC1	3.5
COc1ccc(/C=C/C(=O)OCC(=O)NC(C)CCc2ccccc2)cc1OC (configuration not stated)	3.4
O=C(NCCOc1ccccc1Cl)c1cccc2c1C(=O)c1ccc(Cl)cc1S2(=O)=O	4.2
COc1ccc(C(=O)NCCS(=O)(=O)N2CCc3ccccc3C2)cc1	3.9
Cn1c(=O)c2[nH]c(SCc3cccnc3)nc2n(C)c1=S	1.6
CN(C(=O)c1cccc(NC(=O)Cc2ccc(NC(=O)C3CCCN(C(=O)C4CCC4)C3)cc2)c1)C1CC1 (configuration not stated)	2.1
Cc1ccc(C(=O)N(Cc2nnc(-c3ccc(Cl)cc3)o2)C2CC2)o1	1.3
CN(Cc1ccccc1)C(=O)c1ccc(NC(=O)Cc2ccc(NC(=O)C3CCCN(C(=O)c4ccccc4)C3)cc2)cc1 (configuration not stated)	6.4
Cc1ccc(S(=O)(=O)/N=C(/Nc2ccccc2C)c2ccccc2)cc1	1.0
CCN(CC(=O)Nc1ccc(NC(C)=O)cc1)CC(=O)Nc1cc(C)on1	-0.5
COc1ccccc1CNC(=O)COc1ccc(S(=O)(=O)N2CCOCC2)cc1	-0.9
C=CCN(CC=C)c1ncnc2[nH]ncc12	-1.6
COC(=O)[C@]1(Cc2ccccc2)N[C@H](c2ccc(SC3CCCCC3)c(OC)c2)[C@@H]2C(=O)N(C)C(=O)[C@@H]21	4.1
O=C(C[n+]1ccc(/C=N/O)cc1)NC(=O)Nc1ccccc1	1.0
O=C(COC(=O)Cc1ccc(F)cc1)NC1CCCC1	0.0
COc1ccc(C(C)=O)cc1CSc1ccc(S(=O)(=O)N2CCCCC2)cn1	1.8
O=C(CC1SC(N2CCCCC2)=NC1=O)Nc1cccc(C(=O)NCc2ccccc2)c1 (configuration not stated)	2.0
O=C(CSc1nc(=O)n2ccccc2n1)N1CCCCCC1	-1.5
N#Cc1ccc(COC(=O)C2CC(=O)N(CCc3ccccc3)C2)cc1 (configuration not stated)	-0.9
Cc1c2cnccc2c(C)c2c1oc1ccccc12	0.5
COc1ccccc1CN(C)C(=O)CN1CCN(S(=O)(=O)c2ccc3c(c2)OCCCO3)CC1	2.6
Cc1ccccc1C(=O)N[C@H](C(=O)OCC(=O)NC1CC1)C(C)C	1.5
Cc1cc2c(=O)n(C)c(SCC(=O)Nc3ccccc3C)nc2s1	-2.1
CCN(CC(=O)NCc1cccs1)C(=O)c1cccc(S(=O)(=O)NCc2ccccc2)c1	-2.2
CCOc1ncccc1C(=O)OCC(=O)NCCc1ccc(S(N)(=O)=O)cc1	-1.8
CC(=O)C[C@H](O)CC(=O)[C@@H]1OC(=O)CCCCCCCCc2ccccc21	-2.8
O=C1CCN(Cc2ccccc2)C=C1c1ccc(Cl)cc1	0.7
O=C(NNC(=O)c1cccc2ccccc12)c1ccc(Cl)c(Cl)c1	1.4
CCOc1ccc(S(=O)(=O)NCCC(=O)N2CCN(c3ncccn3)CC2)cc1	1.7
CC(=O)OC[C@H]1O[C@@H](Oc2cc3ccc(=O)oc3cc2OC(C)=O)[C@H](OC(C)=O)[C@@H](OC(C)=O)[C@@H]1OC(C)=O	5.9
O=C(Nc1cccc(S(=O)(=O)NCc2ccco2)c1)c1cccc(Cl)c1	1.9
O=C(CSc1nc(=O)n2ccccc2n1)Nc1cccc2ccccc12	5.8
O=C(Oc1ccc(F)cc1)c1ccc2c(=O)n3c(nc2c1)CCC3	3.0
CC(Sc1nnc(-c2ccccc2F)o1)C(=O)Nc1ccc(N2CCOCC2)cc1 (configuration not stated)	9.5
O=C(Cc1ccccc1Cl)Nc1ccc(S(=O)(=O)N2CCOCC2)cc1	-0.7
O=C(Cc1cccc(NC(=O)C2CCCN(C(=O)C3CCCC3)C2)c1)Nc1cccc(C(=O)N2CCCCC2)c1 (configuration not stated)	4.3
CC1CCC(NC(=O)c2cc(C3CC3)nn2-c2ccccc2)CC1 (configuration not stated)	-0.9
COc1ccc([C@@H]2CC=C(C(=O)O)[C@H](c3ccc(Cl)cc3)N2S(=O)(=O)c2ccc(C)cc2)cc1OC	6.3
Cc1cccn2c(=O)nc(SCC(=O)NCc3ccc(F)cc3)nc12	5.2
COc1ccc(-c2c(C#CC(C)(C)O)c3ccccc3n2C)cc1	0.5
CCOC(=O)c1c(CC(C)C)csc1NC(=O)COC(=O)c1ccc(O)cc1	-2.4
O=C(CSc1nnc(-c2ccco2)o1)Nc1c(F)cccc1F	3.0
CC(C)(C)OC(=O)N(CCc1ccccc1)Cc1ccccc1OCc1cccc(NC(=O)C2CCC2)c1	-0.5
Cc1cc(C(=O)COC(=O)c2ccc(NC(=O)CC#N)cc2)c(C)n1C1CC1	0.0
Cc1ccc(N)cc1O	-0.7
Cc1ccc(C(=O)NCC(c2ccc(F)cc2)N2CCOCC2)s1 (configuration not stated)	-3.1
S=c1[nH]nc(SCc2ccccc2)c2[nH]cnc12	-11.0
CCC1(c2ccccc2)NC(=O)N(CC(=O)Nc2cc(S(=O)(=O)N3CCCCCC3)ccc2OC)C1=O (configuration not stated)	8.9
C=CC[C@@H](CC(=O)NCCO)C(=O)NC[C@H](OC(=O)[C@@H](CC=C)CC(=O)OC(C)(C)C)c1ccccc1	5.1
(list continues)
SMILES	IDE cell activ
COCCn1c(SCC(=O)NNC(=O)c2ccccc2)nc2ccccc21	-3.2
CCCc1nnn(S(=O)(=O)c2ccc([N+](=O)[O-])cc2)c1CCC	-3.1
CC(OC(=O)c1ccco1)C(=O)Nc1ccc(C(F)(F)F)cc1 (configuration not stated)	0.9
CC(C)(C)[C@H]1COC(=O)CCC/C=C/C[C@H](CC(=O)N(CCO)Cc2ccccc2)C(=O)N1	6.7
CCOC(=O)c1sc(NC(=O)CC2OC(=O)c3ccccc32)nc1C (configuration not stated)	4.0
CN(C(=O)c1cccc(NC(=O)Cc2cccc(NC(=O)C3CCCN(C(=O)C4CCCCC4)C3)c2)c1)C1CC1 (configuration not stated)	-5.1
CN(C)S(=O)(=O)c1cccc(C(=O)N2CCN(C(=O)C3CCCO3)CC2)c1 (configuration not stated)	4.0
CC(NS(=O)(=O)c1ccc(Cl)c(Cl)c1)C(=O)OCC(=O)N1CCCCCC1 (configuration not stated)	2.0
C[C@]12c3[nH]c4cc(-c5ccco5)ccc4c3CCN1C(=O)[C@@H](CC(=O)NCc1cccc(C(F)(F)F)c1)C[C@@H]2C(=O)N1CCCCC1	1.7
COc1cc(-c2noc(C)c2C(=O)NCCc2ccccc2)cc(OC)c1OC	6.7
CN(C)S(=O)(=O)c1cccc(NC(=O)COc2ccc(S(=O)(=O)N3CCOCC3)cc2Cl)c1	5.8
O=C(Nc1ccc(N2CCOCC2)cc1)c1ccc(Cl)c(S(=O)(=O)N2CCCCC2)c1	-3.1
Cc1ccc(OCCNC(=O)CNC(=O)c2ccccc2Cl)cc1	-0.2
COc1ccc(CN(C)C(=O)c2ccccc2OCc2c(C)noc2C)c(OC)c1	4.2
CC(NC(=O)COC(=O)COc1ccc(Cl)cc1)c1ccccc1 (configuration not stated)	7.0
C=CCN1C(=O)c2ccc(C(=O)NCCOc3ccccc3F)cc2C1=O	-4.6
CC(=O)N1CCN(CC(O)COc2ccc(S(=O)(=O)N3CCOCC3)cc2)CC1 (configuration not stated)	0.4
Cc1cc(Cl)ccc1OCC(=O)NNC(=O)c1ccc(=O)[nH]c1	4.3
O=C(COc1ccccc1F)Nc1ccc2c(c1)CCC2	2.1
O=C(CSc1nc(=O)n(CCCN2CCOCC2)c2c1CCCC2)Nc1cccc(Cl)c1	-4.0
COc1ccccc1C(=O)NCCC(=O)Nc1nc2ccccc2[nH]1	0.1
CC(OC(=O)/C=C/c1ccccc1)C(=O)Nc1cccc(C#N)c1 (configuration not stated)	0.7
CCN(CC(=O)NCc1ccc(Cl)cc1)C(=O)CCOc1ccccc1C	6.0
COc1ccc(NC(=O)CN(C)C(=O)c2ccccc2SCC(=O)N2CCCC2)cc1	8.4
Cc1cc(Cl)ccc1NC(=O)COC(=O)c1cc([N+](=O)[O-])ccc1N1CCOCC1	3.3
O=C(COC(=O)c1ccco1)Nc1cccc(S(=O)(=O)N2CCCCC2)c1	1.8
CN(Cc1cccc(F)c1)C(=O)c1ccc(NS(=O)(=O)c2ccc3[nH]c(=O)[nH]c3c2)cc1	6.1
CCC(c1ccc(O)cc1)C(CC)c1ccc(O)cc1 (configuration not stated)	0.3
CN(C)C(CNC(=O)c1cc(S(=O)(=O)N(C)c2ccc(F)cc2)ccc1Cl)c1cccs1 (configuration not stated)	3.2
COc1cc(OC)c(C(=O)OCC(=O)Nc2cccc(S(=O)(=O)NC3=NCCCCC3)c2)cc1OC	0.3
COc1cccc(NC(=O)CN(C)C(=O)c2cccc(S(=O)(=O)Nc3ccccc3OC)c2)c1	4.8
Cc1ccc([C@@H]2CC=C(C(=O)O)[C@H](c3cccc(Cl)c3)N2S(=O)(=O)c2ccccc2C)cc1	7.1
CC(=O)[C@@]1(O)CCC2C3CC[C@H]4C[C@@H](O)CC[C@]4(C)C3CC[C@@]21C (some centres not stated)	0.1
Cc1ccccc1C(=O)NCC(c1ccco1)N1CCc2ccccc21 (configuration not stated)	1.5
CC(C)c1cccc(C(C)C)c1NC(=O)CCN1C(=O)NC2(CCCC2)C1=O	2.6
COc1cc(C=CC(=O)OCC=Cc2ccc3c(c2)OCO3)cc(OC)c1OC	2.2
CN(C)CCCNC(=O)C[C@H]1C[C@H](C(=O)N2CCCCC2)[C@@]2(CCc3ccccc3)c3[nH]c4cc(CCC(=O)N(C)C)ccc4c3CCN2C1=O	3.8
CCOC(=O)c1c(NC(=O)CN2C(=O)N(C)C3(CCCCC3)C2=O)sc(C(=O)N(C)C)c1C	-0.7
Cc1cccn2c(=O)nc(SCC(=O)NC3CCCC3)nc12	-2.2
O=S(=O)(c1ccccc1)N1CCNc2ccccc21	5.1
CCC(C(=O)Nc1ccc(N2CCOCC2)c(S(=O)(=O)Nc2ccccc2OC)c1)c1ccccc1 (configuration not stated)	-1.7
CCCCn1c(N)c(N(CCOC)C(=O)C2CCN(S(=O)(=O)c3ccc(C)cc3)CC2)c(=O)[nH]c1=O	6.6
C[C@H](CO)N1C[C@H](C)[C@@H](CN(C)S(=O)(=O)c2ccccc2)Oc2ccc(NC(=O)CCN3CCOCC3)cc2C1=O	-0.2
Cc1cc(C)n2nc(SCC(=O)NC(=O)c3ccccc3)nc2n1	4.6
CCN(CC)S(=O)(=O)c1cccc(NC(=O)COC(=O)C2=COCCO2)c1	3.1
Cc1cc(NC(=O)CSCC(=O)N(C)Cc2c(F)cccc2Cl)no1	-1.0
CC1CCc2c(sc(NC(=O)CSc3nc(N)cc(=O)[nH]3)c2C(N)=O)C1 (configuration not stated)	3.0
O=C(COC(=O)COc1ccccc1)NCc1ccc2c(c1)OCO2	-4.1
CCCn1c(N)c(C(=O)CN(C)CC(=O)Nc2ccccc2C(F)(F)F)c(=O)[nH]c1=O	1.7
CC(C)Cn1cnc2c(SCc3ccccc3)nc(N)nc21	-0.8
CCOc1cc(C(=O)OCc2cc(=O)n3c(C)csc3n2)ccc1OC	1.2
COC(=O)C1=C(C)NC(C)=C(C(=O)OC)C1C(=O)OCc1nnc(-c2ccccc2)o1	3.5
Cc1ccccc1-n1nnnc1SCC(=O)NNC(=O)c1ccc(NC(=O)CC#N)cc1	3.3
CCOc1cc(/C=C2\N=C(C)OC2=O)cc(Cl)c1OCC(=O)OC	3.6
CCN1CCC(O)(C(C(=O)OC)c2ccccc2)CC1 (configuration not stated)	-2.3
Cc1ccnc(NC(=O)c2ccc(NS(=O)(=O)/C=C/c3ccccc3)cc2)c1	0.7
CSc1ncccc1C(=O)OCC(=O)Nc1ccc(Cl)cn1	-7.4
COc1cccc(CC(=O)Nc2cc(S(=O)(=O)N3CCCCC3)ccc2C)c1	6.9
